mABHD4 FP: inhibits mouse alpha/beta hydrolase domain 4 | Q8VD66 | purified mABHD4, FP-Rh probe fluorescence polarization | inhibition, % at 8.92 µM | 370,000 tested, 0.54% active;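 active means inhibition exceeding the mean over every tested compound plus 3 SD, cut at about 30% in these data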;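 further: 0% = plate median of compound wells and 100% = S159A mutant with DMSO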
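Test system: mouse ABHD4 enzyme, wild type. Reagent: FP-Rh fluorescent activity-based probe, added after compound pre-incubation. Timing: pre-incubation 45 min, probe exposure 60 min, at 25 °C. Technique: FP readout, ex 525 nm / em 598 nm. Benchmarks: high control S159A mutant with DMSO, low control median of compound wells.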
Rev-erbA mod: Rev-erb alpha (human) modulation | P20393 | Rev-erbα–FITC-DNA binding, fluorescence polarization, 90 min | activity, % at 10 µM | 370,000 tested, 0.79% active | AID 1259318;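 active means activity above about 14%, limit read from the data; passing the limit was not always enough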;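 further: 0% = DMSO wells with 35 nM protein and 100% = DMSO wells with 750 nM protein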
SMARCA2 act: SMARCA2 function activation, primary screen. MG213 cells, MMTV-luciferase reporter, dexamethasone, overnight. activation, % at 9.1 µM. 370,000 tested, 1% active. AID 652017; in the data active means activation above about 7.8%;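 further: 0% = vehicle wells and 100% = reference activator wells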
PG9 binder: PG9 antibody binding by small molecule; TR-FRET gp120-PG9 antibody binding; inhibition, % at 6.7 µM; 360,000 tested, 0.43% active; in the data active means inhibition above about 8.5%
NPR1 activator: GC-A (human) enzyme activation; 370,000 tested, 0.14% active; AID 1671463; activation, % at 10 µM; P16066; HEK293 GC-A cells, cGMP TR-FRET, EC30 ANP; 0% at EC30 ANP, 100% saturating ANP; in the data active means activation above about 40%
Target sequence (P16066 whole entry, looked up): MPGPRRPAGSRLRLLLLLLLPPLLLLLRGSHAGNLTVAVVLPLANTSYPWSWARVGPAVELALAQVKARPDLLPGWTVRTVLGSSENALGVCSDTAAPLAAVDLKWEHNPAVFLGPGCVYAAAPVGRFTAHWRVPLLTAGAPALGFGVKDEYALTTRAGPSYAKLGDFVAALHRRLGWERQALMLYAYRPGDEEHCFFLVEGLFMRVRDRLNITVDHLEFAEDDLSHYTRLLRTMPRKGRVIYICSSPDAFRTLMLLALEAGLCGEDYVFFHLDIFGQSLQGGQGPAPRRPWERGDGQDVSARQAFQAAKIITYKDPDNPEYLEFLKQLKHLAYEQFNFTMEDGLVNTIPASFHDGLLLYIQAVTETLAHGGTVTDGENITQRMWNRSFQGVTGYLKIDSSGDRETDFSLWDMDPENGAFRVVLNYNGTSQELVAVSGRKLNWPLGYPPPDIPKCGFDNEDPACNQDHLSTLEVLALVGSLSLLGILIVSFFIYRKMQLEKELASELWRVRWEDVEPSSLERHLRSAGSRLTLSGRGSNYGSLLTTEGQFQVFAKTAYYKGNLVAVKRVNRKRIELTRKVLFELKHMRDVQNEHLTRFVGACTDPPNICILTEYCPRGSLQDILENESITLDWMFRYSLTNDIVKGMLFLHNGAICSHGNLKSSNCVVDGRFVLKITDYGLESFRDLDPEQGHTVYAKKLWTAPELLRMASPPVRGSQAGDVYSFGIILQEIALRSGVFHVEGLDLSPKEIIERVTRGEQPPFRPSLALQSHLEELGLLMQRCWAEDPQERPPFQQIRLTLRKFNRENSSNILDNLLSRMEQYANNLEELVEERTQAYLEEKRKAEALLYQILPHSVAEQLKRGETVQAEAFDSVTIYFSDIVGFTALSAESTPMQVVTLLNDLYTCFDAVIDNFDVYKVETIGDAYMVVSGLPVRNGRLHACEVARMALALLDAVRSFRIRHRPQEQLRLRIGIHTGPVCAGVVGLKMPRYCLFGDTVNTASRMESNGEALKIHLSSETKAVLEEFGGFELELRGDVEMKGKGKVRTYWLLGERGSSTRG
HTRA1 inh: HTRA1 (human) protease inhibition; Q92743; recombinant HTRA1, FP-rhodamine activity-based probe, fluorescence polarization; AID 504803; inhibition, % at 5.96 µM; 340,000 tested, 0.5% active; in the data active means inhibition above about 36%;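 further: 0% = enzyme with DMSO and 100% = wells lacking enzyme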
ARFGAP1 inhibitor: inhibits rat ARF GTPase activating protein 1. Q62848. 360,000 tested, 0.26% active. inhibition, % at 16.5 µM. AID 651572. Arfgap1-stimulated ARF1 GTP hydrolysis, GDP FP detection;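 active means inhibition above a per-plate limit, mean inhibition of low control wells plus 3 SD, cut at about 25% in these data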;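 further: 0% = DMSO wells with enzyme and 100% = wells lacking Arfgap1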
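Replicates: Single well per compound | Assay system: Truncated rat Arfgap1 GAP domain | Control set: No-Arfgap1 wells (100%) versus DMSO full-reaction wells (0%) | Times: Enzyme reaction 120 min at 25 °C after 20 min preincubation | Reagent: Human ARF1(Δ1-17)-GTP substrate | Measured by: Tracer-displacement fluorescence polarization with EDTA stop, 620/688 nm | Measure: Percent inhibition of Arfgap1-stimulated GTP hydrolysis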
GC-B act: GC-B (human) receptor activation; 370,000 tested, 0.11% active; activation, % at 10 µM; AID 1920062; HEK293-GC-B cells, CNP EC30, cGMP TR-FRET; 0% at EC30 CNP, 100% saturating CNP; P20594;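 active means activation at 10 µM reaching about 35% in either raw or pattern-adjusted values, limit read from the data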
rCAG binder: molecules binding r(CAG) RNA repeats. r(CAG) RNA repeat, TO-PRO-1 dye displacement fluorescence. inhibition, % at 3 µM. 370,000 tested, 1.3% active. AID 651821;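 active means inhibition above the plate cutoff, the mean of all test compounds on that plate plus 3 SD, cut at about 35% in these data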;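 further: 0% = DMSO alone and 100% = 100 µM mitoxantrone as full dye displacement; higher means more dye released from RNA so lower well fluorescence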
ASAP1 inh: inhibitors of human ASAP1 ArfGAP activity. Q9ULH1. ASAP1-stimulated ARF1 GTP hydrolysis, GDP FP detection. inhibition, % at 16.5 µM. 360,000 tested, 0.19% active; in the data active means inhibition above about 25%;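 further: 0% = vehicle with enzyme and substrate and 100% = no enzyme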
* marks the source's active call; other numbers are inactive results; · = no result given.

compound	mABHD4 FP	Rev-erbA mod	SMARCA2 act	PG9 binder	NPR1 activator	HTRA1 inh	ARFGAP1 inhibitor	GC-B act	rCAG binder	ASAP1 inh
COc1ccc(OCCN2CCC(C(=O)NC(c3ccc(F)cc3)c3ccc4ccccc4n3)CC2)cc1 (centres undefined)	-7.7	5.1	9.6*	-1.5	-8.2	·	3.2	-3.1	1.3	14.3
COc1ccc(OCCn2cncn2)cc1	8.8	-4.5	-1.4	0.3	0.3	2.9	4.5	-1.0	0.4	6.5
COc1ccc(N(C(=O)c2cnccn2)C(C(=O)NC2CCCCC2)c2ccccc2)cc1 (centres undefined)	-5.3	5.5	0.5	-1.0	-14.8	-8.8	-9.2	-4.8	-10.0	0.1
Cc1ccc(NC(=O)Cc2nnc(SCC(=O)NC3CCCC3)n2C)cc1	-9.8	0.8	0.9	-0.1	0.4	-2.1	1.8	5.0	1.4	2.0
CCOc1ccc(C(=O)Nc2nc(C)cc(C)n2)cc1[N+](=O)[O-]	4.9	0.1	-2.0	-0.7	1.9	5.2	-5.8	0.6	28.9	-11.8
COc1ccc(CCNC(=O)c2[nH]c(C)c(C(C)=O)c2C)cc1OC	-2.8	0.1	4.3	-0.7	-0.6	-2.2	-2.2	-6.4	-0.8	6.6
Brc1ccccc1OCCOCCOc1cccc2cccnc12	-8.4	-1.7	-0.2	2.1	-2.8	-3.7	4.3	-4.4	-5.7	7.1
CC(C)N(Cc1cn[nH]c1-c1ccc(-c2ccccc2)cc1)Cc1nccn1C	5.9	-1.1	0.7	-1.0	11.8	-38.6	-5.5	3.4	-3.8	14.3
Cc1cccc(C)c1OCC(=O)NC1CC1	6.5	1.1	-2.1	0.0	-0.1	-0.1	7.8	1.6	-3.0	-3.8
Cc1ccc(S(=O)(=O)Nc2ccccc2CNc2ccc(Br)cn2)cc1	-23.6	-0.9	-2.8	-0.6	-19.2	-47.3	6.2	-14.4	8.0	1.4
CCS(=O)(=O)N1Cc2ccccc2CC1C(=O)Nc1nc2c(C)cccc2s1 (centres undefined)	-15.5	0.2	-3.3	-3.4	11.3	-53.5	14.8	-2.9	4.4	15.5
C/C(=N\NC(=O)C(N)=O)c1ccc(NC(=O)c2cccs2)cc1	-5.6	0.6	3.0	-2.8	0.3	·	9.5	0.0	1.8	-4.1
CCOc1ccc(C(=O)N[C@H](C(=O)NC2CCCCC2)C(C)C)cc1	-0.2	2.1	-0.9	-1.2	1.9	0.4	7.4	4.8	2.3	-14.4
CC1=NN(c2ccccc2)C(=O)C1C(=O)c1ccc(Cl)cc1 (centres undefined)	2.3	-3.0	-2.2	-0.2	-1.9	1.1	7.3	-2.3	1.9	-5.9
CCc1ccc(Cn2nnc(C(=O)NCc3ccccc3OC)c2N)cc1	-0.3	-5.5	-1.2	-1.5	0.1	-5.1	9.7	4.2	0.8	10.2
O=C(O)/C=C/c1cn(-c2ccccc2)nc1-c1cc2ccccc2oc1=O	2.3	-0.2	0.0	-0.2	-0.7	-2.1	-5.4	-4.9	21.3	-1.6
O=C1CC(c2ccccc2)CC(=O)C1Sc1ccc(Cl)cc1 (centres undefined)	-0.7	0.4	-3.1	0.6	1.7	2.9	-4.1	-4.5	6.7	-9.8
COc1cc(/C=N/NC(=O)c2cn(-c3cccc(C)n3)cn2)ccc1O	3.8	-5.1	-0.3	-4.0	-7.1	3.3	6.8	-0.8	-7.3	19.2
COc1cc(/C=N/S(=O)(=O)c2ccccc2)cc(OC)c1O	3.5	1.4	-2.4	-4.5	-1.2	8.3	-5.3	1.6	-0.7	-1.5
CCOC(=O)c1ccc(NC=C2C(=O)OC3(CCCCC3)OC2=O)cc1	-0.7	3.3	1.1	-2.5	-2.8	-2.8	12.4	-5.4	1.4	-3.2
O=C(N=C1SC2CS(=O)(=O)CC2N1Cc1ccc(Cl)cc1)C1CC1 (centres undefined)	-0.8	1.6	-1.6	-2.8	-8.8	1.2	-7.8	-4.9	-2.2	-7.2
COc1ccc(CCNC(=O)c2nnc(CS(=O)(=O)c3ccccc3)o2)cc1OC	-8.7	6.1	0.9	-1.5	3.0	-2.7	-11.9	0.6	11.1	-3.3
CCC1SC(N)=NC1=O (centres undefined)	10.9	2.4	2.7	0.9	-3.4	-1.2	11.7	6.3	-1.1	6.5
O=C(N[C@@H](Cc1cccnc1)C(=O)N1CCC[C@H]1C(=O)NCCc1ccccc1Cl)C1CCCC1	8.7	-0.8	-0.3	3.4	0.9	·	0.6	4.3	0.2	0.2
CC(Sc1ncnc2sc(-c3ccccc3)cc12)C(=O)N1CCNC1=O (centres undefined)	-1.0	-1.0	-4.1	-3.7	6.2	-6.8	5.2	-7.3	1.6	1.7
COc1cc(-c2ccc3cc(OC)c(OC)c(OC)c3c2)cc(OC)c1OC	-1.0	-4.6	-1.8	1.3	3.2	-16.6	10.1	-1.2	4.1	-10.7
CCCNC(=O)CN1C(=O)NC(Cc2c[nH]c3ccccc23)C1=O (centres undefined)	2.8	-2.4	-3.2	1.4	0.4	1.8	-12.0	5.4	-1.1	0.8
O=C(CCS(=O)(=O)Cc1ccc(Cl)cc1)NCCCN1CCN(c2ccccc2F)CC1	-4.8	1.0	-2.5	-0.3	-6.3	2.5	10.5	-6.9	-7.6	5.1
CCOC(=O)c1c(C)c2c(n1C)CCC/C2=N\O	-14.7	-2.6	0.1	0.5	12.1	5.8	6.4	5.2	7.2	15.4
NC(=O)c1cnn2c1NC(c1ccc(F)cc1)CC2C(F)(F)F (centres undefined)	0.0	0.5	-2.1	-0.2	4.0	3.9	-1.2	3.7	-2.9	-6.2
COc1ccccc1Nc1nc(N)nc(CSCCO)n1	4.5	0.7	0.6	-0.6	1.6	-1.0	6.0	6.1	-1.8	-9.5
COc1ccc(-c2ccc(-c3nnc(Cc4ccc(OC)c(OC)c4)o3)cc2)cc1	3.3	-0.6	-0.6	1.0	3.2	2.1	20.8	-5.0	1.9	8.5
CCN(c1ccccc1)S(=O)(=O)c1cc(C(=O)Nc2ccccc2Cl)ccc1F	-14.6	-5.3	-4.2	-0.1	-4.6	-40.9	15.0	1.7	0.5	-4.1
O=C(NCc1ccc2c(c1)OCO2)C(=O)NCC1OCCN1S(=O)(=O)c1ccc(Br)cc1 (centres undefined)	-10.1	6.0	-1.9	-0.8	5.3	-4.7	19.0	-1.0	-4.4	-23.4
COC(=O)c1ccc2nc(-c3cccc(Br)c3)c(Cc3ccc(OC)cc3C)n2c1	-12.0	-5.6	3.9	3.8	0.0	·	-3.0	4.6	17.0	-3.8
CCC1NC(=O)c2cccnc2-n2c1nc1cc(C)cc(C)c1c2=O (centres undefined)	-9.6	1.0	-3.6	0.4	-1.3	-0.6	5.9	-3.7	0.9	-7.0
O=C(COc1cccc2cccnc12)Nc1nccs1	3.7	-4.0	9.2*	-2.7	-3.1	5.2	-5.4	4.2	-1.0	5.4
C[C@H](O)[C@@H]1CN2CCc3c([nH]c4ccc(-c5ccc6c(c5)OCO6)cc34)[C@@H]2C[C@@H]1N(C)C(=O)Nc1cc(Cl)cc(Cl)c1	-21.2	-1.1	-6.1	-2.5	2.9	-26.4	16.4	-9.4	17.4	14.8
O=C(COc1ccccc1)NNC1=NS(=O)(=O)c2ccccc21	12.1	-2.8	0.0	-2.1	-2.5	3.2	7.8	-3.1	3.2	0.2
OCCC1CN(Cc2ccc3c(c2)CCO3)CCN1C1CCCC1 (centres undefined)	-3.6	-2.2	-1.9	-1.5	0.5	1.6	5.0	0.1	-4.1	0.5
COc1ccc(-c2nc3ncccn3c2Br)cc1	-1.3	0.2	4.1	-1.0	7.6	2.1	7.9	-2.0	-1.3	-9.9
CC(NC(=O)C1CCCN(S(=O)(=O)c2cnc[nH]2)C1)c1ccccc1 (centres undefined)	-1.9	-11.0	1.0	1.0	-3.6	-1.4	-4.1	-5.5	0.6	4.8
CC(C)(C)NC(=O)NC(=O)CN1CCN(c2ccc(O)cc2)CC1	20.3	0.7	-3.4	0.5	1.6	1.9	2.2	3.8	2.7	8.7
COc1cccc(CNC(=O)C2CCN(S(=O)(=O)N3CCCCC3)CC2)c1	-3.2	-1.1	-1.5	-0.7	-2.3	-9.4	4.5	-1.3	-1.6	3.4
Cc1ccc(N(C(=O)CS(=O)CC(=O)Nc2ccc(F)cc2)C(C(=O)NC2CCCCC2)c2ccco2)cc1 (centres undefined)	-8.8	-5.2	-3.2	1.4	-1.6	2.8	-5.9	1.4	2.4	0.9
COCCOCC(O)CN1CCN(c2ccccc2)CC1 (centres undefined)	12.2	-1.7	0.2	-0.6	-0.2	0.7	-6.7	-4.3	-4.4	5.4
O=C(C1CC1)N1CCC(c2nc(-c3ccc(S(=O)(=O)N4CCCC4)cc3)no2)CC1	5.3	-4.3	-4.3	-1.4	-1.7	3.8	4.2	-4.3	-4.9	-2.9

Records listed above that bear a hit mark in SMARCA2 act:
structure	mABHD4 FP	Rev-erbA mod	SMARCA2 act	PG9 binder	NPR1 activator	HTRA1 inh	ARFGAP1 inhibitor	GC-B act	ASAP1 inh
COc1ccc(OCCN2CCC(C(=O)NC(c3ccc(F)cc3)c3ccc4ccccc4n3)CC2)cc1 (centres undefined)	-7.7	5.1	9.6*	-1.5	-8.2	·	3.2	-3.1	14.3
O=C(COc1cccc2cccnc12)Nc1nccs1	3.7	-4.0	9.2*	-2.7	-3.1	5.2	-5.4	4.2	5.4

Bioassay records from PubChem.
